Vif-APOBEC3G blk: inhibitors of Vif-APOBEC3G interaction; Potency, µM (highest dose often 46.1 µM), without a hit: top-dose activity, negative = active, hits mostly inhibitors; HeLa A3G-eYFP + Vif (tagged APOBEC3G with the HIV-1 protein that degrades it), YFP fluorescence, overnight; actives 0.076% (n = 410,000); Q9HC16;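 note: potency is the fitted concentration of half-maximal effect; % is set by controls: 0 for no effect and ±100 for the full control effect; nearly all actives have a fitted effect of over 60% in size; hits raise eYFP signal because A3G escapes Vif-driven loss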
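Read-out is eYFP fluorescence (Ex 488/Em 500-530) from Vif-expressing HeLa A3G-eYFP cells; more signal means A3G escaped Vif-mediated degradation. Cells plated overnight, compound pinned in, incubated overnight at 37 deg C.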
D1 PAM: human D1 dopamine receptor positive modulation. AID 504651. actives 0.036% (n = 360,000). HEK293 TREx D1 cells, calcium flux, dopamine EC20 potentiation. potentiation, % at 10 µM. P21728; in the data active = potentiation above about 30%; note: 0% is about no effect
D2 PAM: positively modulates the human D2 dopamine receptor allosterically. P14416. HEK293 T-REx D2, calcium flux, EC20 dopamine potentiation. potentiation, % at 10 µM. actives 0.34% (n = 340,000). AID 485347;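 active = potentiation over 3 SD above the plate norm, cut at about 30% in these data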; note: 0% is about no effect
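Potentiation of an EC20 dopamine calcium response is measured in a force-coupled, tetracycline-inducible Hek293 Trex D2 line. Compound-only kinetic reads over 180 s flag agonists before dopamine addition.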
RXFP1 agonist: activates the human relaxin receptor RXFP1 | AID 2676 | Q9HBX9 | actives 0.3% (n = 370,000) | HEK293T-RXFP1 cAMP TR-FRET, 30 min; response scale: percent of porcine relaxin response, buffer zero | Potency, µM (highest dose often 57.5 µM), for inactives: at the highest dose activation, most hits filed as activators; note: potency is the fitted concentration of half-maximal effect; % is set by controls: 0 for no effect and ±100 for the full control effect; nearly all actives have a fitted effect of over 60% in size; many of its hits are not listed in these tables
Target sequence (Q9HBX9 whole entry, looked up): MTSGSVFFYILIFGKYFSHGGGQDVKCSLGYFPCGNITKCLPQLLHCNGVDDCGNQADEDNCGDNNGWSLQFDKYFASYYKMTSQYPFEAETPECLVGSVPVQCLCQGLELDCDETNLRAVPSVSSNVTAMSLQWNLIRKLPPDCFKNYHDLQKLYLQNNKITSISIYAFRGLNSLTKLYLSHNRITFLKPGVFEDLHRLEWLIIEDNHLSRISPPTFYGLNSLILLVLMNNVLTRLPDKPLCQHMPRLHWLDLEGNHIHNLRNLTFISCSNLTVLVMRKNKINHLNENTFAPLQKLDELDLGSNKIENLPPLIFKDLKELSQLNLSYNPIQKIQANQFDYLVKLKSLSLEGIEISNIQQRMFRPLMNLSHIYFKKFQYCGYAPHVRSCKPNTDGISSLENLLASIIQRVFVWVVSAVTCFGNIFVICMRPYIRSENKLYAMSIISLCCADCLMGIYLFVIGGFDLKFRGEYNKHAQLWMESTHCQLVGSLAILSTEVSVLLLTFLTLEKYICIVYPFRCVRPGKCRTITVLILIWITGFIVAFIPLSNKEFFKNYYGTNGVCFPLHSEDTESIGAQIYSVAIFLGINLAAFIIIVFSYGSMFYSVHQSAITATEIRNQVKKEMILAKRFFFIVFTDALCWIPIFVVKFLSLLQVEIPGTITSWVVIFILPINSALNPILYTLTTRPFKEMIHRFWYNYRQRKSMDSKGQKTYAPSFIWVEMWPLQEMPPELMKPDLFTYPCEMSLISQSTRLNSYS
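HEK293T cells stably expressing RXFP1 were pretreated with the PDE4 inhibitor Ro 20174, exposed to compounds for 30 min at 37C, lysed, and cAMP was read by TR-FRET. Data normalized to buffer (basal) and 29 nM porcine relaxin (100%).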
Vif-APOBEC3F blk: inhibitors of Vif-A3F interaction | HeLa A3F-eYFP + Vif (tagged APOBEC3F with the HIV-1 protein that degrades it), YFP fluorescence increase | Potency, µM (top dose mostly 46.1 µM), inactives show top-dose activity, negative = active | actives 0.2% (n = 390,000) | AID 602313; note: potency is the fitted concentration of half-maximal effect; % of control where 0% means no effect; nearly all actives have a fitted effect of over 65% in size
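HeLa cells stably expressing Vif plus C-terminally eYFP-tagged A3F were seeded, incubated overnight at 37 deg C, dosed with compound, incubated overnight again at 37 deg C. Yellow fluorescence (Ex 488/Em 500-530) reported blocked Vif-mediated A3F-eYFP degradation.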
D1 antag: antagonists of human D1 dopamine receptor; HEK293 TREx D1 cells, calcium flux, dopamine EC80; stronger effect = lower value; actives 3.2% (n = 360,000); P21728; activity change, negative = inhibition, % at 10 µM; in the data active = activity change below about -30%; note: % is set by controls: 0 for no effect and ±100 for the full control effect
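Cells carrying a force-coupled, tetracycline-inducible human D1 receptor report calcium flux. Each well gets a 10 s baseline, compound with 180 s monitoring, then an EC80 dopamine stimulus with a second 180 s kinetic read.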
GRP78 ERSR act: inducers of ER stress response in human glioma cells. U87-MG GRP78 promoter luciferase reporter, 16 h. Potency, µM, for the others: at the top dose activation, hits mostly activators. actives 0.02% (n = 420,000). AID 602332; note: potency is the fitted concentration of half-maximal effect; series mostly up to about 76 µM; % of control where 0% means no effect; nearly all actives have a fitted effect of over 35% in size
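Stably transfected U87-MG glioma cells carrying a GRP78-based luciferase sensor; 16 h compound incubation. Luminescence end-point read 10 min after Bright-Glo addition at room temperature.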
D1 ag: activates the human D1 dopamine receptor | P21728 | HEK293 T-REx D1 cells, calcium flux, agonist mode | activation, % at 2 µM | actives 1% (n = 360,000); in the data active = activation above about 30%; note: 0% is about no effect
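Agonism was scored from calcium flux recorded over 180 s (1 read/s) after pintool compound addition, following a 10-cycle baseline. Cells were inducible force-coupled HEK293 TREx D1, plated overnight at 30 C and loaded with no-wash calcium dye.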
LDHA inh: inhibitors of human lactate dehydrogenase A; P00338; purified LDHA, NADH/diaphorase-resazurin fluorescence; stronger effect = lower value; actives 0.15% (n = 480,000); AID 1347041; activity change, % (values are at about 110 or 230 µM); in the data active = activity change below about -30%; inconclusive = mostly about -25% to -30%;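 note: plate controls were DMSO wells for no effect and wells without enzyme for full effect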
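Human LDH5 (2 nM) was incubated with 0.06 mM NADH and 0.2 mM pyruvate for 5 min at room temperature in Tris pH 7.4. Remaining NADH was coupled through diaphorase/resazurin, and resorufin fluorescence was read at 0 and 20 min.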
* marks the source's active call; other numbers are inactive results. Unless noted, calls come from the whole dose curve; as a rule, active = well fitted curve in the direction sought with a large enough effect; inconclusive = small, poorly fitted or top-dose-only effect, or another doubt; inactive = no such curve, though single readings can be large; an effect the other way counts as inactive or inconclusive. The list is partial. The share of hits here may be higher or lower than overall.

Results for Cc1cccc(-c2cc3c(N=O)c4ccccc4c-3n[nH]2)c1 ?
Vif-APOBEC3G blk: -1.6%; D1 PAM: -9.1; D2 PAM: 13.5; RXFP1 agonist: 1.3%; Vif-APOBEC3F blk: -7.1%; D1 antag: 3.1; GRP78 ERSR act: -2.3%; D1 ag: 0.3; LDHA inh: -4.1

How did CCOc1ccccc1NC(=O)CSc1nnc(-c2ccco2)n1Cc1ccco1 do in these assays?
Vif-APOBEC3G blk: -3.8%; D1 PAM: 1.4; D2 PAM: 1.8; RXFP1 agonist: 3.6%; Vif-APOBEC3F blk: -0.4%; D1 antag: -7.1; GRP78 ERSR act: -4.0%; D1 ag: 0.8; LDHA inh: -0.9

How did CC1(C)CC(=O)c2c(O)cc(O)cc2O1 do in these assays?
Vif-APOBEC3G blk: 1.1%; D1 PAM: 1.9; RXFP1 agonist: 0.2%; Vif-APOBEC3F blk: -0.8%; D1 antag: -1.7; GRP78 ERSR act: -3.0%; D1 ag: 3.9; LDHA inh: 5.9

How did COc1cc(C(=O)O/N=C(\N)Cc2ccc([N+](=O)[O-])cc2)cc(OC)c1OC do in these assays?
Vif-APOBEC3G blk: inconclusive; D1 PAM: -1.6; D2 PAM: 0.4; RXFP1 agonist: -0.5%; Vif-APOBEC3F blk: 8.2%; D1 antag: -1.4; GRP78 ERSR act: -3.7%; D1 ag: 4.1; LDHA inh: -7.9

How did CCc1ccc(NC(=O)CNC(=O)c2cn(-c3ccccc3OC)c(=O)c3ccccc23)cc1 do in these assays?
Vif-APOBEC3G blk: 1.7%; D1 PAM: -4.5; D2 PAM: 3.7; RXFP1 agonist: -1.0%; Vif-APOBEC3F blk: -5.8%; D1 antag: 3.7; GRP78 ERSR act: -5.9%; D1 ag: 0.2; LDHA inh: -0.8

What do the screens show for `O=C1CCCC(=O)N1c1ccc(N2CCN(c3ccccc3)CC2)c([N+](=O)[O-])c1`?
Vif-APOBEC3G blk: -1.1%; D1 PAM: -6.7; D2 PAM: 4.1; RXFP1 agonist: 1.9%; Vif-APOBEC3F blk: 1.9%; D1 antag: -45.6*; GRP78 ERSR act: -1.9%; D1 ag: 4.5; LDHA inh: -8.2

Results for Cc1csc(NC(=O)c2cc[n+]([O-])cc2)n1 ?
Vif-APOBEC3G blk: -1.5%; D1 PAM: 0.8; D2 PAM: 6.2; RXFP1 agonist: -4.3%; Vif-APOBEC3F blk: 7.7%; D1 antag: 4.8; GRP78 ERSR act: -1.8%; D1 ag: 1.8; LDHA inh: 0.4

What do the screens show for `Cn1c(CCC(=O)Nc2ccc(S(C)(=O)=O)cc2)nc2cc(S(=O)(=O)N3CCOCC3)ccc21`?
Vif-APOBEC3G blk: -6.7%; Vif-APOBEC3F blk: -21.8%; GRP78 ERSR act: -3.7%; LDHA inh: 1.1

How did Cc1ccc(-n2c(SCc3cc(=O)n4ccsc4n3)nnc2-c2cccnc2)c(C)c1 do in these assays?
Vif-APOBEC3G blk: -3.9%; D1 PAM: 8.8; D2 PAM: 6.4; RXFP1 agonist: 1.5%; Vif-APOBEC3F blk: -4.6%; D1 antag: -5.7; GRP78 ERSR act: -3.9%; D1 ag: -0.3; LDHA inh: -6.5

What do the screens show for `COc1cc(OC)c(NC(=O)Cn2cnc3sc(C)c(S(=O)(=O)N4CCOCC4)c3c2=O)cc1Cl`?
Vif-APOBEC3G blk: -3.6%; D1 PAM: -5.0; D2 PAM: 2.1; RXFP1 agonist: 4.8%; Vif-APOBEC3F blk: 16.4%; D1 antag: -7.4; GRP78 ERSR act: -2.0%; D1 ag: -0.7; LDHA inh: -7.3

How did CCOC(=O)CN(C(=O)CSc1nnc(-c2ccncc2)n1CCCN(C)C)c1ccccc1 do in these assays?
Vif-APOBEC3G blk: 0.8%; D1 PAM: -3.8; D2 PAM: 4.3; RXFP1 agonist: -1.4%; Vif-APOBEC3F blk: 5.2%; D1 antag: -3.8; GRP78 ERSR act: -6.7%; D1 ag: 1.5; LDHA inh: -12.6

Results for CC1C=CCC2C(=O)N(c3cccc(C(=O)N4CCN(c5ccc(F)cc5)CC4)c3)C(=O)C12 (configuration not stated) ?
Vif-APOBEC3G blk: 2.0%; D1 PAM: -3.5; D2 PAM: -15.2; RXFP1 agonist: -0.3%; Vif-APOBEC3F blk: -6.6%; D1 antag: 12.3; GRP78 ERSR act: -0.3%; D1 ag: 1.7; LDHA inh: 1.2

Results for CCCC(=O)NCc1nc2ccccc2n1CC(=O)c1ccccc1 ?
Vif-APOBEC3G blk: 1.8%; D1 PAM: 1.4; D2 PAM: 5.1; RXFP1 agonist: -0.3%; Vif-APOBEC3F blk: 0.9%; D1 antag: 7.9; GRP78 ERSR act: 2.7%; D1 ag: 3.0; LDHA inh: -3.2

Results for CCOc1cc(-c2n[nH]c(=S)n2Cc2ccccc2)ccc1OC(F)F ?
Vif-APOBEC3G blk: 3.4%; D1 PAM: -6.6; D2 PAM: 13.7; RXFP1 agonist: 2.7%; Vif-APOBEC3F blk: 2.1%; D1 antag: -4.9; GRP78 ERSR act: 4.7%; D1 ag: 5.7; LDHA inh: 0.7

Results for COc1ccc(C=CC(C)=NNC(=O)c2ccncc2)cc1 ?
Vif-APOBEC3G blk: -9.0%; Vif-APOBEC3F blk: 0.5%; GRP78 ERSR act: -0.4%; LDHA inh: 5.5

Results for CSCCC(NC(=O)c1ccccc1)C(=O)NC1CC1 (configuration not stated) ?
Vif-APOBEC3G blk: -2.8%; D1 PAM: 18.6; D2 PAM: -0.8; RXFP1 agonist: 0.9%; Vif-APOBEC3F blk: -7.6%; D1 antag: 5.8; GRP78 ERSR act: -3.6%; D1 ag: 2.4; LDHA inh: -0.2

What do the screens show for `Cc1cc(C)cc(NC(=O)CN2CCC(NC(=O)Cc3ccccc3)CC2)c1`?
Vif-APOBEC3G blk: 2.1%; D1 PAM: 1.6; D2 PAM: -15.0; RXFP1 agonist: -0.7%; Vif-APOBEC3F blk: -7.5%; D1 antag: -11.0; GRP78 ERSR act: -0.7%; D1 ag: -0.3; LDHA inh: -3.1

How did COc1cccc(/C=N/NC(=O)COc2cccc3cccnc23)c1O do in these assays?
Vif-APOBEC3G blk: -17.1%; D1 PAM: -7.0; D2 PAM: -8.2; RXFP1 agonist: -0.4%; Vif-APOBEC3F blk: 0.3%; D1 antag: -20.1; GRP78 ERSR act: -2.6%; D1 ag: 1.7; LDHA inh: 2.5

What do the screens show for `COc1ccccc1CC(=O)NCCc1ccccc1`?
Vif-APOBEC3G blk: 4.5%; D1 PAM: -0.4; D2 PAM: -2.7; RXFP1 agonist: -1.3%; Vif-APOBEC3F blk: -0.3%; D1 antag: -5.1; GRP78 ERSR act: 3.2%; D1 ag: 0.4; LDHA inh: -0.3

What do the screens show for `C/C(CCc1oc2ccc(Br)cc2c1-c1ccc(C)o1)=N/O`?
Vif-APOBEC3G blk: -6.6%; D1 PAM: -0.2; D2 PAM: 0.8; RXFP1 agonist: 3.3%; Vif-APOBEC3F blk: 0.3%; D1 antag: -13.2; GRP78 ERSR act: -2.4%; D1 ag: 3.5; LDHA inh: 3.8

Results for Cc1nc(C)c(C(=O)C2=C(O)C(=O)N(CCCn3ccnc3)C2c2ccc(Cl)cc2)s1 (configuration not stated) ?
Vif-APOBEC3G blk: -2.7%; D1 PAM: -2.8; D2 PAM: -8.9; RXFP1 agonist: 13.8%; Vif-APOBEC3F blk: 3.4%; D1 antag: 11.0; GRP78 ERSR act: 2.3%; D1 ag: 2.1; LDHA inh: 0.3

Results for COc1cc(OC)cc(C(=O)O/N=C(\N)c2ccncc2)c1 ?
Vif-APOBEC3G blk: -1.7%; D1 PAM: 0.3; D2 PAM: 8.6; RXFP1 agonist: 0.6%; Vif-APOBEC3F blk: 0.9%; D1 antag: 5.3; GRP78 ERSR act: 6.1%; D1 ag: -0.7; LDHA inh: -5.2

What do the screens show for `Cc1ccc(Cn2c(=O)n(-c3ccc(C)cc3)c(=O)c3c2c2cc(C)ccc2n3C)cc1`?
Vif-APOBEC3G blk: -1.1%; D1 PAM: -1.4; D2 PAM: 1.9; RXFP1 agonist: 3.3%; Vif-APOBEC3F blk: -15.8%; D1 antag: -3.9; GRP78 ERSR act: -0.7%; D1 ag: -0.2; LDHA inh: -4.3

What do the screens show for `Cc1ccc2nc(C)cc(C(=O)N3CCCC(CO)(Cc4ccccc4C)C3)c2c1` (configuration not stated)?
Vif-APOBEC3G blk: -10.1%; D1 PAM: -4.3; D2 PAM: 4.0; RXFP1 agonist: 1.0%; Vif-APOBEC3F blk: 11.0%; D1 antag: 14.3; GRP78 ERSR act: -1.2%; D1 ag: 2.7; LDHA inh: 2.1

Results for Cc1nnc(NC(=O)c2cccc(S(=O)(=O)N3CC(c4ccccc4)CC3=O)c2)s1 (configuration not stated) ?
Vif-APOBEC3G blk: 8.5%; D1 PAM: -3.4; D2 PAM: 15.2; RXFP1 agonist: 1.9%; Vif-APOBEC3F blk: 1.6%; D1 antag: -18.7; GRP78 ERSR act: -3.2%; D1 ag: -0.3; LDHA inh: -10.3

How did CCOc1cc(Cl)c(NC(=O)CC)cc1OCC do in these assays?
Vif-APOBEC3G blk: 2.8%; D1 PAM: -1.3; D2 PAM: -20.9; RXFP1 agonist: 0.3%; Vif-APOBEC3F blk: 8.5%; D1 antag: -17.5; GRP78 ERSR act: -0.7%; D1 ag: 0.8; LDHA inh: -6.9

What do the screens show for `C/C=C\C=C/C(=O)Nc1cccc(C2=NOC3(C2)C[C@@H](C(N)=O)N(C(=O)/C=C/CC)C3)c1` (some centres not stated)?
Vif-APOBEC3G blk: -0.8%; D1 PAM: 0.1; D2 PAM: -6.2; RXFP1 agonist: 1.0%; Vif-APOBEC3F blk: -3.0%; D1 antag: -2.9; GRP78 ERSR act: -1.3%; D1 ag: -0.3; LDHA inh: 4.0
